Assay outcomes: PubChem BioAssay, several laboratories
S1P4 ag = activates the human S1P4 receptor | 0.35% of 220,000 active | activation, % at 4.98 µM | AID 1509 | O95977 | S1P4-expressing cell line, agonist reporter assay; in the data active = activation above about 11%;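 note: 0% = DMSO vehicle and 100% = reference agonist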
EP2 mod = EP2 receptor (human) modulation; P43116; EP2-expressing cells, cAMP HTRF FRET, PGE2 co-stimulation; induction, % at 25 µM; 0.83% of 260,000 active; AID 940;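 active = compounds whose cAMP rise, as percent of the full-agonist control response, exceeds 60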;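 note: rat C6 glioma line stably carrying human EP2 under a CMV promoter; the protocol text gives 20 µM as final concentration; 100% = response of wells given 1 µM PGE2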
Target sequence (P43116 whole entry, looked up): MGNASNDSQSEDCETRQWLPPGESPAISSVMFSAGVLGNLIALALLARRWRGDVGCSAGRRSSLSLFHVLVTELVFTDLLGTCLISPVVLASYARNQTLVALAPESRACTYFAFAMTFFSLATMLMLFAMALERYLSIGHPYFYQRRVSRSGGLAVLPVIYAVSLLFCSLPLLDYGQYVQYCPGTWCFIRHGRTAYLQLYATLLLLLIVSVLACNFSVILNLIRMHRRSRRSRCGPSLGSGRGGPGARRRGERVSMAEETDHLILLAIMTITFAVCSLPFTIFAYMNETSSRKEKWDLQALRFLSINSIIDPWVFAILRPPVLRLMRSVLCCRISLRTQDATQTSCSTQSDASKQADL
eIF4E-4G inh = eIF4E/eIF4G interaction inhibition in translation initiation | 0.37% of 220,000 active | AID 782 | P63073+Q04637 | inhibition, % at 21.7 µM | TR-FRET eIF4E-eIF4GI(517-606) binding, 2 h;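 active = inhibition above about 30%, limit read from the data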;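 note: 0% = full FRET control wells and 100% = background wells lacking eIF4GI fragment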
NPY1 pot ag = potentiators or agonists of human neuropeptide Y receptor Y1; P25929; NPY-Y1 expressing cells, potentiator/agonist activation; AID 1304; 0.37% of 220,000 active; activation, % at 3.6 µM; in the data active = activation above about 33%, passing the limit was not always enough;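 note: cells stimulated with NPY at EC10 then isoproterenol at EC100; 0% = low agonist plus stimulus and 100% = saturating agonist plus stimulus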
Target sequence (P25929 whole entry, looked up): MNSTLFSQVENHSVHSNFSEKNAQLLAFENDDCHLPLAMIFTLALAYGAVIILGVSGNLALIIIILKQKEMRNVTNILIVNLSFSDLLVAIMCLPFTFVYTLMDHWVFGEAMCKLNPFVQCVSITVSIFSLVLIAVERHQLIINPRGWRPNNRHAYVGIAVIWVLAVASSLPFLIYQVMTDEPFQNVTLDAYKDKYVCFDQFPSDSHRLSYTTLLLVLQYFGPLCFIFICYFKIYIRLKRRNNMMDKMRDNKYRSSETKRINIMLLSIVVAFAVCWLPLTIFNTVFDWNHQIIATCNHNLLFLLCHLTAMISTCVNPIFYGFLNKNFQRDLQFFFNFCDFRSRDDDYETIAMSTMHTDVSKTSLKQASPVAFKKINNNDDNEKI
S1P4 antagonist = human S1P4 receptor antagonism | O95977 | S1P4-expressing cells, antagonist mode, reporter read-out | inhibition, % at 4.98 µM | 0.26% of 220,000 active | AID 1510; in the data active = inhibition above about 29%;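 note: 0% = wells stimulated with agonist and 100% = vehicle wells without agonist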
NPY-Y1 antag = antagonists of human neuropeptide Y receptor Y1; P25929; AID 1040; inhibition, % at 3.6 µM; 1% of 200,000 active; HEK293-CNG Y1 cells, membrane potential fluorescence; NPY at EC95, then isoproterenol;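 active = inhibition above the campaign mean inhibition of all tested compounds plus 3 SD, cut at about 20% in these data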;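 note: 0% = DMSO wells given NPY plus isoproterenol and 100% = isoproterenol alone without NPY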
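Assay system: HEK293 Y1/CNG channel cell line; Doses: single compound dose of 3.6 µM, 0.4% DMSO; Timing: dye 3 h, compound 60 min room temperature, stimulation 45 min; Technique: Membrane-potential fluorescent dye readout; Measure: % inhibition of NPY effect.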
p97 ATPase inh = human p97 ATPase inhibition; P55072; recombinant p97 ATPase, Kinase-Glo ATP luminescence, 3 h; inhibition, % at 8 µM; 0.42% of 220,000 active; AID 1481; in the data active = inhibition above about 15%;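 note: 0% = DMSO vehicle and 100% = wells lacking enzyme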
NPY2 pot ag = human NPY-Y2 potentiation or agonism, primary screen | P49146 | AID 1359 | cells expressing NPY-Y2, potentiator/agonist read-out | 0.45% of 220,000 active | activation, % at 3.6 µM; in the data active = activation above about 27%;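 note: cells stimulated with NPY near EC25 plus isoproterenol at EC100; 0% = vehicle plus submaximal agonist and 100% = vehicle plus saturating agonist; some results beyond the cut were filed as inactive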
EP2 antag = inhibitors of human EP2 prostaglandin E2 receptor; P43116; inhibition, % at 25 µM; 0.52% of 260,000 active; C6 glioma cells expressing human EP2, cAMP TR-FRET; cells stimulated with saturating PGE2;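 active = percent inhibition above 40 after rounding to a whole number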;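 note: rat C6 glioma host cells with rolipram phosphodiesterase inhibitor present; the protocol text gives 20 µM as final concentration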
* hit, by the source's call; / = not tested or not shown; & = joins results of further samples; [ ] = dose if it differs, or a comment. Only part of the results is shown, so the mix of outcomes need not match the whole.

The line under a structure holds: S1P4 ag, EP2 mod, eIF4E-4G inh, NPY1 pot ag, S1P4 antagonist, NPY-Y1 antag, p97 ATPase inh, NPY2 pot ag, EP2 antag
N=c1c2c(ncn1CCCO)Oc1cc(O)ccc1C2c1ccccc1 (stereo not given)
 : 0.0, -22.0, 0.0, 13.8, -12.5, /, 0.2, -2.1, 9.1
Cc1cc(C)nc(N2CCC(C(=O)NCc3cccs3)CC2)n1
 : 2.0, 34.4, 6.1[fluorescence artefact?], 16.9, 9.4, 9.7, 3.1, 0.0, 4.5
CCN=C1S/C(=C\c2ccc(Sc3ccc(Cl)cc3)o2)C(=O)N1CC
 : 0.1, 42.4, -1.5, -0.1, -11.8, 9.1, -1.4, -11.2, 21.7
C/C(=N/OC(=O)c1cccc(Cl)c1)c1nccs1
 : -1.7, 39.4, 6.0, 11.8, -10.8, 0.5, 2.9, 0.5, 6.9
COc1ccc(OC)c(NC(=O)CSc2nnnn2-c2ccccc2F)c1
 : -2.2, -43.5, 2.8, -13.6, 3.7, 0.4, -1.0, -24.5, 9.1
Cc1cccn2cc(CNC(=O)CC3CCCC3)nc12
 : 0.9, 5.5, -7.3, -16.9, -31.6, -4.9, -3.0, -8.1, 11.4
O=C(NCCNC(=O)c1ccccc1)c1ccccc1
 : -0.8, 4.2, -13.7, 13.1, -9.6, /, 3.2, 13.2, 2.3
C=CCOc1ccc(CNc2nn[nH]n2)cc1
 : 0.2, 9.1, -1.5, -9.6, -27.2, 11.0, 5.7, -0.8, 8.1
CCOc1ccc(NS(=O)(=O)c2ccc3c(c2)oc(=O)n3C)cc1
 : 0.2, -44.0, 3.2[fluorescence artefact?], 19.8, 4.2, -1.3, 2.0, 13.0, 6.3
Cn1nnc2ccccc2c1=O
 : 1.4, 16.8, -5.0, -20.3, 0.1, -4.6, -2.4, -6.3, -0.1
CCN(CC)CCNC(=O)CCCNC(=O)Cn1cnc2sc(C)c(C)c2c1=O
 : 1.2, 1.8, 0.8, 8.0, -10.1, -1.1, 0.7, 2.8, 14.8
COc1cc(/C=N/n2cnnc2)ccc1OCc1ccccc1
 : 0.2, 22.1, -3.2[fluorescence artefact?], -15.0, -9.1, 4.8, 1.5, -2.0, 11.5
CCOC(=O)C1=C(C)N(CC)C(=S)NC1c1ccc(Cl)cc1 (stereo not given)
 : -1.5, -1.4, -0.8, -25.6, -8.2, 4.2, 4.0, 2.3, 11.6
Cc1noc(NS(=O)(=O)c2ccc(N/C=C/C(=O)c3ccccc3)cc2)c1C
 : -1.8, -9.1, /, 0.8, 7.0, 8.9, -1.2, 0.1, 8.7
O=C(Nc1ccc(S(=O)(=O)N2CCCC2)cc1)c1ccc(CN2CCOCC2)cc1
 : 0.1, -0.2&-10.5, 2.8[fluorescence artefact?], 19.4, 2.5, -11.6, 4.5, 13.6, 9.9
CCC(C)[C@H](NC(=O)NCc1cccs1)C(=O)OC (stereo not given in full)
 : -0.3, 27.8, 5.3, -9.1, 0.3, -3.6, 4.3, 3.9, 11.1
O=C(O)CCC(=O)N1c2ccccc2NC2=C(C(=O)CC(c3ccc(F)cc3)C2)C1c1ccc([N+](=O)[O-])o1 (stereo not given)
 : 1.1, 23.3, -2.4, -4.9, 2.2, 1.7, -4.1, -8.5, 8.3
CCOC(=O)c1sc2nc(CSc3ccccc3)nc(N3CCC(C(N)=O)CC3)c2c1C
 : 1.2, 22.1, 2.1, -10.2, -7.6, 1.2, -0.7, 1.9, 9.0
CN(Cc1ccccc1)S(=O)(=O)c1ccc(C(=O)Nc2nnc(C3CC3)o2)cc1
 : -1.3, -1.9, -15.3, -6.9, 14.5, 4.7, 1.7, -14.4, 11.2
O=C(N1CCOCC1)C(F)(F)C(=O)N1CCOCC1
 : 0.8, 17.3, 0.6[fluorescence artefact?], 11.2, 10.0, -1.2, -0.8, -1.1, 8.8
CC(=O)Nc1cc(C)nn1-c1nc(C)cc(C)n1
 : 0.7, 13.7, -0.3, -11.1, -23.9, 3.5, 2.6, 13.0, 4.2
CC(NCC(=O)Nc1cc(S(=O)(=O)N2CCCCCC2)ccc1Cl)c1ccccc1 (stereo not given)
 : 0.3, -10.7, 2.5, -10.2, -7.9, -3.2, -3.8, -17.5, 11.8
CC1(C)CC(=O)C(C=Nc2ccc(O)cc2)=C(O)C1
 : 1.9, 11.2, -3.3, -6.9, 9.8, 3.9, -3.9, -7.4, 1.7
O=C(CC1NCCNC1=O)Nc1cccc([N+](=O)[O-])c1 (stereo not given)
 : -0.4, 3.5, -3.9, 0.7, -13.4, 1.4, -2.8, 2.0, 6.9
CCC(CC)C(=O)Nc1cccc(C(=O)Nc2ccc3c(c2)OCO3)c1
 : 3.4, 5.5, -0.7, 2.4, -12.2, 1.7, 3.0, 2.4, 4.2
Cc1cccc(C(=O)NC(NCCc2ccccc2)C(Cl)(Cl)Cl)c1 (stereo not given)
 : 0.1, -3.4, 0.4, 1.8, -12.9, 4.5, -5.4, -25.1, 10.5
N#CC(c1ccccc1O)N1N=C(c2ccccc2)CC1c1ccccc1 (stereo not given)
 : 1.6, 47.5, -4.0, 7.1, -3.2, /, 7.4, -4.5, 3.1
O=C1CCCC/C1=N\Nc1ccc(C2CCCCC2)cc1
 : -1.1, -1.5, 5.7, 8.9, 16.3, /, 1.0, -15.9, 7.2
Cc1cc(N)n(-c2nc3ccccc3s2)n1
 : 1.5, -102.1, -1.2, 19.9, -14.5, 1.8, -4.6, 19.0, 10.0
O=S(=O)([N-]c1nc2ccccc2nc1-n1cc[n+](Cc2ccccc2)c1)c1ccc(Br)cc1
 : 0.2, 27.1, -4.5, 20.3, -4.8, /, 3.6, -39.0, 7.8
COc1ccc(NC(=O)CC23CC4CC(C2)CC(n2nnc(C)n2)(C4)C3)cc1
 : -1.2, 12.3, -4.0, -7.0, 4.3, 5.1, -5.9, -8.2, 8.6
CC(CO)N1CCS(=O)(=O)CC1 (stereo not given)
 : 0.3, 6.0, -0.2, 3.8, 14.3, -4.8, -6.1, -4.3, 12.0
COc1ccc(-c2nnc(SCC(=O)NC(C)C)n2CC2CCCO2)cc1OC (stereo not given)
 : 0.8, 4.2, -7.0, -0.4, 0.4, 2.3, -0.6, 5.7, 13.7
O=C1CC(Sc2cccs2)C(=O)N1c1ccccc1 (stereo not given)
 : 0.3, 9.8, 8.6, 14.2, -47.7, /, 10.4, -4.9, 11.2
Cc1cc(C)cc(N(CC(=O)NCc2ccco2)C(=O)c2snc(C(N)=O)c2N)c1
 : -0.3, 33.7, -2.5, -8.6, 9.7, 12.5, 9.0, 7.4, 4.3
CCCCn1ccnc1C(=O)c1ccc(S(=O)(=O)N2CCCC2)cc1
 : 1.9, -1.3, -3.4, 6.9, -26.2, /, 1.1, 6.8, 13.5
Nc1nc(N)c2ncc(C(=O)CCc3ccccc3)nc2n1
 : 2.0, -43.5, 0.0, 7.2, -3.9, -4.5, -1.1, -5.6, 11.6
CCC(CC)NC(=O)Nc1ccc(C)cc1
 : 0.0, -46.6, -0.7, 5.7, -7.6, /, 9.1, 2.6, 9.3
CCN1C(=O)/C(=C/c2cccs2)S/C1=N\S(=O)(=O)c1ccc(C)cc1
 : 7.3, 11.2, -0.9[fluorescence artefact?], 8.8, -11.1, 1.1, 2.6, 3.5, 1.6
Cc1c(C(=O)OCC(=O)N(CCC#N)c2ccccc2)oc2c1ccc1ccccc12
 : -1.3, 8.8, 2.0, -41.9, 10.8, 9.7, 3.9, -2.5, 6.6
Cc1nnc(NCCc2ccccc2)[nH]c1=O
 : -1.4, 16.6, -4.5[fluorescence artefact?], 28.9, -4.8, 0.0, 3.3, -1.4, 4.3
O=C(O)c1ccccc1C(=O)NC1Cc2ccccc2C1
 : 0.3, 11.6, -2.6, 20.3, -3.5, /, 7.1, 11.7, 9.8
COc1ccc(NC(=O)COC(=O)C(CC(C)C)N2C(=O)C3CC=CCC3C2=O)cc1Cl (stereo not given)
 : 2.6, 21.4, 1.9, -13.2, -10.8, 0.7, 4.8, 0.4, 11.1
CN(C)c1cccc(-c2nnc(SCCCC#N)o2)c1
 : 1.9, -0.8, 6.3, -7.9, -20.5, 7.3, -1.4, -10.9, 2.0
c1ccc(OCCCN2CCCC2)cc1
 : -0.9, -21.7, -2.2, -24.9, -3.0, 4.5, -0.7, -13.4, 6.4
CCC(C)NC(=O)C1CCN(S(=O)(=O)c2ccc(OC)cc2)CC1 (stereo not given)
 : 2.9, -10.4&-2.2, -6.0[fluorescence artefact?], -15.8, -15.8, 8.2, 1.0, 7.2, 10.1&7.0
Cc1ccc(NC(=O)c2c(-c3ccccc3Cl)noc2C)nc1
 : 0.8, 24.6, 3.7, 6.0, -16.3, /, 2.4, 0.7, 1.2
CC(=O)Nc1ccc(S(=O)(=O)Nc2nccc(C3Cc4ccccc4C(=O)O3)n2)cc1 (stereo not given)
 : 0.2, 17.5, -2.1, 13.1, 12.3, 2.3, 4.8, 10.1, -6.4
COc1ccc(Cl)cc1/C=C(\C#N)C(N)=O
 : -0.9, -43.6, 3.9, 9.0, -8.4, -5.3, 6.1, -2.0, 3.9
C=CCn1c(SCC(=O)NCc2ccco2)nc2ccccc2c1=O
 : 0.2, -18.5, -0.5, 6.8, 2.2, 5.8, 15.3*, -14.7, -2.3
CCCn1c(SCC(=O)Nc2nc3c(s2)CCCC3)nc2c1c(=O)n(C)c(=O)n2C
 : 0.8, -4.7, 8.9, -3.2, -2.8, 14.4, -3.8, -1.2, 3.3
COc1cccc(C2c3[nH]c4ccccc4c3CCN2Cc2cnn(C)c2)c1 (stereo not given)
 : -0.8, 25.6, 2.3, 18.5, 8.4, /, 4.5, -2.0, 8.7
COc1ccccc1N(CC(O)COc1ccc(C)cc1)S(=O)(=O)c1ccccc1 (stereo not given)
 : 0.1, 15.7, 1.9, 0.8, -4.0, 5.3, 4.8, -18.6, 3.9
CCOc1ccc(OCc2ccc(C(=O)Nc3cccnc3)o2)cc1
 : 0.7, -35.2, -10.0, 3.7, -40.6, 0.1, 1.8, -19.2, 21.6
O=c1oc2ccccc2c(O)c1C=NCc1ccccn1
 : -4.6, -8.1, 0.4, 17.3, -9.2, 1.5, 4.3, 10.9, 10.7
Cc1ccc(S(=O)(=O)N2CCN(c3nccnc3C#N)CC2)cc1
 : -0.4, 6.3, 3.2, -12.3, -8.7, /, 3.9, 11.0, 12.8
CC(C)Oc1ccc2c3c(c(=O)oc2c1)CCC3
 : -0.6, -27.4, 11.3, -23.2, -20.8, -2.4, -8.2, 2.5, 4.0
O=C1CCCN1CCC1CCN(C2CC(=O)N(Cc3ccc(N4CCCC4=O)cc3)C2=O)CC1 (stereo not given)
 : -1.1, -7.3, 1.0, 1.8, 5.7, -1.5, -2.2, -8.6, -3.1
O=S1(=O)CCN(C(CCO)c2cccc(C(F)(F)F)c2)CC1 (stereo not given)
 : 1.2, 3.2, 0.8, -3.7, -2.2, 1.9, -3.4, 4.0, 0.2
O=c1[nH]c(CN2CCCCC2)nc2c1C1(CCCC1)Cc1ccccc1-2
 : -0.4, /, /, 1.3, 5.3, 3.9, -7.8, 1.1, /
C/C(N)=C(/C#N)C(=O)COC(=O)c1cc(C)n(-c2ccc(F)cc2)c1C
 : 1.0, 5.1, -4.1, -4.1, -16.5, -0.6, -7.0, -10.0, 17.1

Copied from the list.
Cc1noc(NS(=O)(=O)c2ccc(N/C=C/C(=O)c3ccccc3)cc2)c1C in NPY2 pot ag = 0.1
O=C1CCCC/C1=N\Nc1ccc(C2CCCCC2)cc1 in S1P4 antagonist = 16.3
CCOc1ccc(OCc2ccc(C(=O)Nc3cccnc3)o2)cc1 in S1P4 ag = 0.7
